Bioassay records (PubChem)
Menin-MLL TR inh – menin-MLL binding inhibition, Texas Red mutant peptide. O00255. Menin + Texas Red MLL mutant peptide, fluorescence polarization. Potency, µM (titrated, usually from 61.6 µM), for the others: at the highest dose FP activity change, negative = inhibition, hits mostly inhibitors. hit rate 0.23% among 270,000. AID 1768; active = well fitted inhibition curve with a large enough effect in the polarisation, with a control signal flat, not every such curve was filed as active; inconclusive = small, poorly fitted or top-dose-only effect, or effect the other way, or a change in a side signal; inactive = no such curve, though single readings can be large or run the other way; the % refers to the polarisation; note: potency is the fitted concentration of half-maximal effect; % of control where 0% means no effect; many of its hits are not listed in these tables
B2AR arrestin – recruits beta-arrestin to the human beta2-adrenergic receptor; P07550; beta-arrestin recruitment to beta2AR, cell-based reporter; Potency, µM (highest dose often 46.1 µM), inactives show top-dose activation, usual class: activators; hit rate 0.02% among 330,000; AID 492947;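 note: potency is the fitted concentration of half-maximal effect; 0% = DMSO controls and full agonism = EC100 isoproterenol or metaproterenol; nearly all actives have a fitted effect of over 65% in size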
Chronic BCR inh – inhibitors of chronic active B-cell receptor signaling | ABC-DLBCL IkBa-CBG/CBR reporter, luminescence ratio, 4 h | Potency, µM (titrated, usually from 46.1 µM), for the others: at the top dose ratio change, negative = lower green/red ratio, actives largely listed as inhibitors | hit rate 0.05% among 340,000; active = well fitted inhibition curve with a large enough effect in the signal ratio, with a control signal flat, not every such curve was filed as active; inconclusive = small, poorly fitted or top-dose-only effect, or effect the other way, or a change in a side signal; the % refers to the signal ratio;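 note: potency is the fitted concentration of half-maximal effect; plate controls were basal doxycycline-induced cells for no effect and cells given 10 µM MG132 for full effect; MG132 reads +100%, hits lower the ratio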
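TMD8 ABC-DLBCL cells carrying doxycycline-inducible green luciferase fused to IkappaBalpha plus unfused red luciferase were exposed to compounds (up to 46 uM) for 4 hrs at 37C. Activity came from the overlap-corrected green/red luminescence ratio.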
PTAP TSG101 blk – blocks PTAP/TSG101 interaction to inhibit HIV-1 budding; Fluorescence polarization, FITC-PTAP peptide / Tsg101 binding; Potency, µM (titrated, usually from 115 µM), inactives show at the highest dose activity change, negative = inhibition, usual class: inhibitors; 340,000 tested, under 10 active; active = well fitted inhibition curve with a large enough effect in the main read-out, with a control signal flat, not every such curve was filed as active; inconclusive = small, poorly fitted or top-dose-only effect, or effect the other way, or a change in a side signal; inactive = no such curve, though single readings can be large or run the other way; note: potency is the fitted concentration of half-maximal effect; % of control where 0% means no effect
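Fluorescence anisotropy tracks displacement of a FITC-tagged PTAP peptide (50 nM) from the Tsg101 binding domain (10 uM), following a 20 min room-temperature incubation at pH 7.5.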
Tb PFK block – blocks T. brucei phosphofructokinase; O15648; T. brucei PFK, ADP-Glo luminescence; Potency, µM (series often up to 57.5 µM), inactives show at the highest dose activity, negative = inhibition, actives largely listed as inhibitors; hit rate 0.17% among 330,000;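 note: potency is the fitted concentration of half-maximal effect; 0% = uninhibited 1x PFK enzyme wells and -100% = no-enzyme wells; nearly all actives have a fitted effect of over 60% in size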
Target sequence (O15648 whole entry, looked up): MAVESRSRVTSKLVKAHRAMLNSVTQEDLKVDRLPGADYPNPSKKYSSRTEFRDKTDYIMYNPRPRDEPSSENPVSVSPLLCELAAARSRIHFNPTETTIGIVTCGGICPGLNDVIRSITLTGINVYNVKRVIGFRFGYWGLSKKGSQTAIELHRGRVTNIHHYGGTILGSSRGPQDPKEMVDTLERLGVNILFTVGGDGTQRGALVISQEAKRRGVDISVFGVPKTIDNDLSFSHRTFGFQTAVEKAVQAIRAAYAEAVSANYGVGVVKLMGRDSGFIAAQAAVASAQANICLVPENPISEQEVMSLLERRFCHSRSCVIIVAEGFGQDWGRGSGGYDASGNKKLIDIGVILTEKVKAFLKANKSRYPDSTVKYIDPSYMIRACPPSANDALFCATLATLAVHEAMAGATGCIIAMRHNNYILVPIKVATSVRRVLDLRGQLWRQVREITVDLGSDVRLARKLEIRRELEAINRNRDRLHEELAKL
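PFK 1.25 nM, F6P 0.5 mM, ATP 0.1 mM, 0.1 M TEA pH 8.0, 5 mM MgCl2, 0.01% Tween20, 0.1% BSA; 45 min RT. ADP-Glo readout. qHTS titration up to 57 uM; curves fitted, compounds curve-classed.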
S-ASM inh – blocks human secretory acid sphingomyelinase | P17405 | placental ASM, HMU-PC fluorogenic substrate, 60 min | Potency, µM (top dose mostly 57.5 µM), for inactives: top-dose activity change, negative = inhibition, most hits filed as inhibitors | hit rate 0.006% among 340,000 | AID 504937; note: potency is the fitted concentration of half-maximal effect
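Human placenta-derived ASM enzyme was preincubated with compound for 10 minutes at room temperature, then given fluorogenic substrate HMU-PC0 (9 uM final) for 60 minutes at 37 °C; a pH 10 stop preceded fluorescence reading at Ex 386/Em 447 nm.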
PKM2 act – activators of human pyruvate kinase M2; purified PKM2, Kinase-Glo ATP luminescence, activation; response scale: 0% is enzyme alone, no compound; hit rate 0.34% among 260,000; Potency, µM (doses to about 57.5 µM), for inactives: top-dose activation, most hits filed as activators; P14618; note: potency is the fitted concentration of half-maximal effect; % is set by controls: 0 for no effect and ±100 for the full control effect; nearly all actives have a fitted effect of over 55% in size
Target sequence (P14618 whole entry, looked up): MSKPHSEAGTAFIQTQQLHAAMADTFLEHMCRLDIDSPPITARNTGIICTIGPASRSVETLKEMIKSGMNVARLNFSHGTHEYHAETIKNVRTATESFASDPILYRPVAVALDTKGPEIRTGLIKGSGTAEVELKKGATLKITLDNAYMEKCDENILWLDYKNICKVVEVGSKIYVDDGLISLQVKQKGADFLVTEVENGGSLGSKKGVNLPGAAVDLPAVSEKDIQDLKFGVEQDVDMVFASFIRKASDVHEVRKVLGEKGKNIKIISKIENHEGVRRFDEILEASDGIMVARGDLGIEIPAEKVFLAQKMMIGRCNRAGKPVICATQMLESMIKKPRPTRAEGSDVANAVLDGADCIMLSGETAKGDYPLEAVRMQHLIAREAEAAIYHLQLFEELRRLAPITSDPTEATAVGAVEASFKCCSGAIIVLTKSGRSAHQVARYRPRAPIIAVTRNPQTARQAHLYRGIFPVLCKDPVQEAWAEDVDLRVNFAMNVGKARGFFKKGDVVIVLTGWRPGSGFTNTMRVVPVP
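Purified hPK-M2 (>95% pure) converted ADP (0.1 mM final) to ATP with 0.5 mM PEP in 50 mM imidazole pH7.2, KCl, MgCl2, Tween 20, BSA; 1 h at room temperature. ATP detected by Kinase-Glo luminescence.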
GALK inh – blocks human galactokinase activity. AID 1868. Potency, µM (titrated, usually from 57.5 µM), inactives show top-dose activity change, negative = inhibition, usual class: inhibitors. hit rate 0.007% among 270,000. Purified GALK, Kinase-Glo residual ATP luminescence. P51570; note: potency is the fitted concentration of half-maximal effect; % is set by controls: 0 for no effect and ±100 for the full control effect
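Quantitative HTS: GALK 5 nM, ATP 35 uM, galactose 100 uM, 1 h room temperature, then luciferase-based ATP detection.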
Giardia kill – kills Giardia lamblia; hit rate 0.15% among 340,000; Giardia lamblia trophozoite viability; AID 540267; activity change, % at 7.66 µM, hits read low; in the data active = activity change below about -80%; inconclusive = between about -30% and that limit;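 note: parasites exposed to compound for two days anaerobically before the ATP read; % is set by controls: 0 for no effect and ±100 for the full control effect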
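Trophozoites 100 cells/well + cpd; 48 hrs, 37 deg C, anaerobic. ATPLite 1-Step added, 15-30 min RT, luminescence read (ATP-based viability).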
a7 integrin act – integrin-mediated muscular dystrophy alleviation activation | alpha7betagal myoblasts, beta-gal FDG fluorescence, 48 h | Potency, µM (doses to about 38.3 µM), for inactives: at the highest dose activation, usual class: activators | hit rate 0.064% among 350,000 | AID 624291;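 note: potency is the fitted concentration of half-maximal effect; 100% = response of the positive control SU9516; nearly all actives have a fitted effect of over 60% in size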
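Alpha7betagal+/- myoblasts (passage 13) were plated 16-24 hr, then exposed to compounds (1:260 dilution of DMSO stock) for 48 hours at 37C. After MPER lysis, β-galactosidase reporter activity was read as FDG fluorescence (ex 480/em 540) after 30 minutes.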
FBPA coupling cs – coupling enzyme interference in Giardia aldolase counter-screen. coupling enzyme system counterscreen, AmpLite Red fluorescence. activity change, negative = inhibition, % at 58.2 µM, hits read low. hit rate 0.67% among 290,000. AID 2472; in the data active = activity change below about -30%; note: % is set by controls: 0 for no effect and ±100 for the full control effect
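Coupling enzymes only (glyceraldehyde-3-phosphate) + compound, at 57.5 uM final, 10 min RT; add substrate/coupling/AmpLite Red mix, 20 min RT; fluorescence ex 525/em 598 nm. Actives flag coupling-system interference.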
Numbers without * were called inactive; ? = inconclusive; / = not tested or not shown; [ ] = remark or other dose. Unless noted, calls come from the whole dose curve; as a rule, active = well fitted curve in the direction sought with a large enough effect; inconclusive = small, poorly fitted or top-dose-only effect, or another doubt; inactive = no such curve, though single readings can be large; an effect the other way counts as inactive or inconclusive. Only part of the results is shown (hit frequency here may not be typical).

#1 COc1ccccc1NC(=O)Cn1cnc2c(nnn2-c2ccc(C)cc2)c1=O
#2 CCCC(=O)N(Cc1cc(=O)[nH]c2ccccc12)c1ccccc1
#3 Cc1c(CC=C(Cl)Cl)c(=O)[nH]c2c(C)cccc12
#4 COc1ccc2nc(C)cc(N/N=C/c3ccc(F)cc3)c2c1
#5 CCCCCCC(C)OC(=O)c1ccccc1C(=O)O (stereo unspecified)
#6 COc1ccc(C(C(=O)NC2CCCC2)N(Cc2cccnc2)C(=O)c2snc(C(N)=O)c2N)cc1 (stereo unspecified)
#7 O=C(OCc1nc2ccccc2s1)c1cccs1
#8 COC(=O)c1cc(C(=O)OC)n(Cc2ccc(F)cc2)c1C
#9 CC(=O)N1CCOc2ccc(S(=O)(=O)N3CCN(c4cccc(C(F)(F)F)c4)CC3)cc21
#10 CCc1ccccc1NC(=O)C1CCCN1C(=O)NCc1ccccc1 (stereo unspecified)
assay / compound	1	2	3	4	5	6	7	8	9	10
Menin-MLL TR inh	3.1%	?	0.1%	0.7%	-1.2%	10.1%	16.9%	-4.0%	14.8%	?
B2AR arrestin	-0.1%	-0.2%	-0.9%	-0.2%	0.6%	-0.7%	/	5.6%	0.8%	-0.1%
Chronic BCR inh	?	-4.3%	-4.6%	?	-3.5%	-0.5%	/	1.1%	-13.4%	7.8%
PTAP TSG101 blk	0.4%	0.9%	-4.9%	7.0%	1.8%	-4.0%	-1.9%	0.3%	2.1%	-1.3%
Tb PFK block	-0.3%	-4.6%	0.0%	-3.2%	-5.1%	1.7%	/	-1.5%	-3.7%	-0.8%
S-ASM inh	-3.4%	2.0%	2.2%	64.3%[activator]	0.3%	163.1%[activator]	1.4%	0.7%	-7.6%	4.8%
PKM2 act	3.4%	/	-0.8%	0.2%	-7.5%	-2.9%	-5.0%	4.6%	-12.6%[0.46 µM]	-0.3%
GALK inh	1.3%	2.9%	0.9%	/	9.8%	17.5%	-0.4%	-0.4%	-0.5%	-0.9%
Giardia kill	-6.5	-1.5	-11.0	-80.6*	3.7	-8.2	9.7	-20.9	-15.4	11.1
a7 integrin act	-22.6%	?	-6.1%	-53.8%[inhibitor]	-13.1%	10.5%	9.9%	8.3%	-43.6%	?
FBPA coupling cs	2.0	7.8	0.6	-0.8	14.2	1.7	-0.3	-0.9	-6.6	0.0

The closing 2 entries of the part before lead into the next:
#9 CC(=O)N1CCOc2ccc(S(=O)(=O)N3CCN(c4cccc(C(F)(F)F)c4)CC3)cc21
#10 CCc1ccccc1NC(=O)C1CCCN1C(=O)NCc1ccccc1 (stereo unspecified)
#11 COc1cccc(CN(C)C(=O)CSCC(=O)Nc2ccc(C)cc2)c1OC
#12 COCC(C)N=C1NN=C(c2cccs2)C(CC(=O)O)S1 (stereo unspecified)
#13 COc1ccccc1C(=O)Nc1cccc(NC(C)=O)c1
#14 COCCN(C(=O)C1=COCCO1)c1c(N)n(CC(C)C)c(=O)[nH]c1=O
#15 COc1ccc(-n2c(-c3cc(-c4ccccc4)sc3N)n[nH]c2=S)cc1
#16 Oc1c(C(Nc2ccccn2)c2cccnc2)cc(Cl)c2cccnc12 (stereo unspecified)
#17 CCc1ccc(N2C(=O)CC(N3CCN(c4ccccn4)CC3)C2=O)cc1 (stereo unspecified)
#18 O=C(O)c1ccc(Cl)c(S(=O)(=O)N(Cc2ccccc2)c2ccc(F)cc2)c1
#19 CC(NC(=O)C(=O)N1CCCCC1)C(c1cccs1)N1CCN(c2ccccc2)CC1 (stereo unspecified)
#20 Cn1nnnc1SCC(=O)N1CCCCC1
assay / compound	9	10	11	12	13	14	15	16	17	18	19	20
Menin-MLL TR inh	14.8%	?	/	-0.2%	3.2%	/	/	9.2%	/	?	-0.2%	3.6%
B2AR arrestin	0.8%	-0.1%	-0.3%	0.3%	0.5%	-1.0%	0.3%	1.9%	-0.1%	-0.9%	0.4%	-0.5%
Chronic BCR inh	-13.4%	7.8%	-5.8%	?	-3.9%	-0.1%	?	-10.4%	-2.7%	?	4.6%	-4.0%
PTAP TSG101 blk	2.1%	-1.3%	-6.5%	0.1%	0.5%	-5.0%	2.2%	-4.6%	-9.3%	-9.8%	-0.6%	-0.9%
Tb PFK block	-3.7%	-0.8%	15.4%	0.7%	-1.7%	-5.4%	-5.4%	4.0%	0.5%	3.1%	0.1%	-0.5%
S-ASM inh	-7.6%	4.8%	7.7%	5.2%	-4.4%	2.2%	3.1%	10.4%	2.2%	3.8%	6.3%	0.6%
PKM2 act	-12.6%[0.46 µM]	-0.3%	/	-1.8%	-2.3%	/	0.8%	2.7%	0.3%	/	13.0%[0.46 µM]	-1.0%
GALK inh	-0.5%	-0.9%	/	15.0%	2.3%	/	-1.4%	3.0%	-0.4%	/	4.6%	0.2%
Giardia kill	-15.4	11.1	-9.0	17.4	-0.1	6.9	-3.8	8.6	-4.8	2.5	6.7	14.0
a7 integrin act	-43.6%	?	-15.8%	3.3%	28.0%[7.66 µM]	2.5%	-4.6%	-9.2%	-5.2%	5.5%	?	6.4%
FBPA coupling cs	-6.6	0.0	/	5.2	-7.2	/	-1.0	0.2	-1.9	20.9	-2.7	2.9

#21 COc1ccc(NC(=O)c2cccnc2N2CCCCC2)cc1
#22 CCO[C@@H]1OC(C(N)=O)=C[C@H](c2ccc(C(F)(F)F)cc2)[C@H]1CCCO
#23 COc1ccc(/C=N/NC2=NS(=O)(=O)c3ccccc32)cc1OC
#24 COc1ccc(NC(=O)CNC(=O)c2nn(-c3ccc(OC)cc3OC)c(=O)c3ccccc23)c(OC)c1
#25 CCNC(=S)N(CCCN(CC)CC)Cc1cc2cc3c(cc2[nH]c1=O)OCO3
#26 CCc1nnc(NC(=O)c2ccc(N3C(=O)CCC3=O)cc2)s1
#27 O=C(/C=C/c1ccc2c(c1)OCO2)Nc1nncs1
#28 CCCOc1ccc(C(=O)Nc2cc(-c3nn4c(C)nnc4s3)ccc2C)cc1
#29 Cc1cccc(C)c1-n1nnnc1-c1cnccc1C(F)(F)F
#30 N=C1C=CC=C2C1=NC1(CCCCC1)N2O
#31 O=C(NCCc1ccc(Cl)cc1)C1CCCN(S(=O)(=O)c2cnc[nH]2)C1 (stereo unspecified)
#32 CCCCn1cnc2cc(NCc3cccc(OC)c3O)ccc21
assay / compound	21	22	23	24	25	26	27	28	29	30	31	32
Menin-MLL TR inh	2.4%	-13.4%	?	26.1%	-2.4%	-8.8%	/	-0.2%[11.7 µM]	/	-3.0%	4.3%	3.2%
B2AR arrestin	-0.2%	-0.7%	0.5%	-0.3%	-0.5%	-0.7%	-0.3%	0.3%	-0.6%	-0.1%	-0.6%	0.0%
Chronic BCR inh	-1.7%	2.2%	?	10.3%	-5.8%	5.0%	-9.6%	3.0%	3.3%	?	?	0.9%
PTAP TSG101 blk	0.3%	0.6%	0.7%	-6.8%	-3.5%	-1.5%	-1.5%	-1.0%	-4.1%	-13.6%	-2.2%	-5.0%
Tb PFK block	-0.2%	-12.1%	11.4%	0.1%	-1.2%	-5.1%	-0.9%	3.9%	-2.5%	-5.2%	-2.4%	0.7%
S-ASM inh	-5.5%	7.6%	0.2%	-3.9%	49.1%[activator]	4.4%	12.7%	-3.4%	-1.1%	-0.5%	1.1%	-0.9%
PKM2 act	0.8%	-2.5%	/	6.4%	-2.7%	-3.1%	6.5%	4.5%	3.1%	-3.7%	-12.1%	0.8%
GALK inh	-2.2%	-0.4%	0.9%	5.6%	2.2%	1.8%	0.1%	-0.4%	-1.0%	4.0%	0.7%	8.0%
Giardia kill	4.3	-27.3	18.6	-15.4	12.8	?	2.7	57.7[activator]	20.2	-3.0	-10.6	2.8
a7 integrin act	-15.6%	10.7%	-2.0%	-10.3%	26.6%	0.9%	-21.1%	26.2%	18.9%	-19.9%	17.7%	16.7%
FBPA coupling cs	-0.1	1.6	0.8	1.4	2.1	0.2	3.2	-0.7	-0.6	-48.3*	3.6	0.0
